miR122 inh = inhibitors of miR-122 in Huh7 cells; Huh7 miR-122 Renilla luciferase sensor, 48 h; neutral wells = 0, positive control = 100; activation (reporter increase), % at 12.5 µM; 340,000 compounds, 0.3% hits; AID 602342;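 active = mean replicate activation score at least 90 and every replicate individually at or above 90; inconclusive = only one of the two criteria met; inactive = neither criterion met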;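 note: higher luciferase means less miR-122 activity so hits act as miR-122 inhibitors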
DENV2 CPE = inhibitors of DENV2 cytopathic effect; DENV2-infected cells, cytopathic effect rescue, plate reader; CPE inhibition, % at 9.99 µM; 350,000 compounds, 1.7% hits; in the data active = CPE inhibition above about 20%, passing the limit was not always enough; inconclusive = no clear call, values can overlap the other calls; tested in BHK-21 cells;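 note: 0% = median of neutral control wells and 100% = median of positive control wells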
CFTR F508del cor = CFTR F508del correction in bronchial cells; CFBE cells, YFP halide quenching; stimulated with forskolin plus potentiator P3; % fluorescence drop versus neutral controls; activity (quench increase), % at 7.58 µM; 350,000 compounds, 0.36% hits; AID 720511;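 active = mean added fluorescence quench of at least 8% versus neutral control, with both replicates also reaching 8%; inconclusive = only one of the mean or replicate conditions met; inactive = mean below 8% and not both replicates reaching 8%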;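 note: cells transiently co-express mutant CFTR-F508del with the halide-sensitive YFP; corrector assay measuring rescue of mutant channel to the surface after 24 h compound exposure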
PAX8 reporter = inhibitors of PAX8 transcriptional activity in RMG-I cells. RMG-I TPO-luciferase reporter, SteadyGlo, 24 h. inhibition, % at 12.6 µM. 360,000 compounds, 1.2% hits;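 active = mean replicate inhibition at least 60% with every replicate also reaching 60%; inconclusive = only one of the two criteria is met; inactive = mean below 60% and not all replicates reaching 60%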;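 note: luciferase light reporting Pax8 driven TPO promoter activity; plate controls were median of neutral control wells for no effect and mitoxantrone controls for full effect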
INS-1E GSIS act = primary screen for activators of insulin secretion dependent on glucose, INS-1E cells, GLuc reporter luminescence | 370,000 compounds, 0.61% hits | INS-1E GLuc reporter insulin secretion, 2-3 h | activation, % at 16.6 µM;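 active = lowest replicate activation of at least 40%, so every replicate reaches that level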;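 note: 0% = median of neutral control wells and 100% = median of IBMX positive control wells; some compounds called inactive have numbers as strong as hits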
EWS-Fli block = EWS/Fli transcriptional activity inhibition. A673 NR0B1-luciferase reporter, viability-normalised. inhibition, % at 12.6 µM. 350,000 compounds, 0.67% hits;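 active = mean inhibition of at least 50% after viability correction, with every replicate also passing that limit; inconclusive = mean reaches 50% but only one of two replicates passes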;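 note: firefly luciferase signal divided by Alamar Blue viability fluorescence both relative to DMSO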
FN deposit inh = fibronectin deposition inhibition; 350,000 compounds, 0.086% hits; AH1F fibroblasts, Alexa488-fibronectin deposition fluorescence, overnight; AID 743247; inhibition, % at 12.6 µM;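 active = mean inhibition across replicates of 30% or more, regardless of how many single replicates reach that level; inconclusive = mean under 30% yet at least half of replicates reach 30%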;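 note: positive control wells lacked labelled fibronectin entirely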
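Measured by – fluorescence 485/525 nm · System – AH1F fibroblast monolayer, labelled fibronectin deposition · Amount – 10000 cells per well · Buffer or medium – serum-reduced DMEM (2% serum) · Doses – single dose, pinned · Also added – fluorescent fibronectin at 24 nM final · Schedule – 1 h cell attachment, overnight exposure to compound and label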
An asterisk follows results filed as active; u = inconclusive; x = no result given; & = joins results of further samples; [ ] = dose if it differs, or a comment. This is a random part of the collection, and some 3.9% of all compounds hit somewhere here.

SMILES	miR122 inh	DENV2 CPE	CFTR F508del cor	PAX8 reporter	INS-1E GSIS act	EWS-Fli block	FN deposit inh
COc1ccc(C#Cc2cnc3c(c2)C(=O)N([C@H](C)CO)C[C@@H](C)[C@H](CN(C)CC2CCCC2)O3)cc1	-8[16.7 µM]	15	-5.5	x	-13	7	x
CO[C@@H]1CC[C@H]2CCOc3c(C#N)cccc3C(=O)N(C)CCCC(=O)N(C)C[C@H]1O2	x	0	-2.2	-11	11	-1	-6
Cc1ccc(C(C(=O)NC(C)(C)C)N(CC2CCCO2)C(=O)CCC(=O)Nc2ccccn2)cc1 (stereo not given)	-7	-8	-1.4	22	-8	2	-4
Cc1noc(C)c1COc1ccccc1C(=O)Nc1ccc(C(N)=O)cc1	-6	-4	-3.0	-11	33	-2	5
COc1ccc(/C=C/C(=O)N(C)C2(C)CCS(=O)(=O)C2)cc1 (stereo not given)	x	-5	1.8	x	-7	1	-9
CO[C@@H]1CN(C)C(=O)c2cc(NC(=O)C3CC3)ccc2OC[C@H](C)N(C(=O)C2CCOCC2)C[C@H]1C	x	10	-0.4	-4	-1	-6	-7
COc1ccc(NC(=O)Nc2ccc3c(c2)N(C)C(=O)CS3)cc1OC	-4	19	-3.4	-9	1	-1	3
COc1ccccc1Cc1c(-c2ccc(C)cc2)nc2c(C)cc(Br)cn12	7	-17	0.3	22	x	2	1
COCCNC(=O)C[C@@H]1CC[C@H]2[C@@H](COC[C@@H](O)CN2S(=O)(=O)c2ccccc2C)O1	-1[16.7 µM]	-6	1.4	-57	7	4	-4
CNC(=S)NNc1nc(C)cc(C)n1	-5	-2	0.0	-19	x	-3	9
CC1CCCN(CCCNS(=O)(=O)c2cc(Br)cc3c2N(C(=O)C2CC2)CC3)C1 (stereo not given)	3	-5	-1.0	3	1	4	0
O=C1c2ccccc2C(=O)N1CCCc1nc(-c2ccc(Cl)cc2)no1	-3	-1	-0.4	-1	28	7	-6
CC(=O)c1cccc(NC(=O)C2CCCN2S(=O)(=O)c2cccs2)c1 (stereo not given)	5	-13	-0.7	-4	2	-13	0
CO[C@@H]1CN(C)C(=O)c2ccc(NC(=O)c3nc4ccccc4s3)cc2OC[C@H](C)N(Cc2cncnc2)C[C@H]1C	x	-2	0.2	-34	-16	-39	4
Cn1c(C(=O)NC2CCCC2)cc2c(=O)n(C)c3ccccc3c21	0	-2	2.4	-21	12	-2	-3
CCOc1cc(C(=O)NC(=S)Nn2cnnc2)cc(OCC)c1OCC	x	x	0.6	-7	16	1	2
C[C@H](O)C#Cc1cnc2c(c1)C(=O)N([C@H](C)CO)C[C@H](C)[C@@H](CN(C)C(=O)Nc1ccc(F)cc1)O2	3[16.7 µM]	9	1.9	x	12	-2	-10
CCOC(=O)c1cc(NC(=O)c2ccc(C)cc2)c(=O)oc1-c1ccccc1	-3	x	x	-11	x	x	-4
O=C(CSc1ccc(-c2ccccn2)nn1)Nc1ccccc1	3	0	-0.4	-14	12	-10	4
COc1ccc(S(=O)(=O)NCC(=O)N(CC(=O)NCc2ccco2)Cc2ccc(F)cc2)cc1	0	16	-2.1	14	1	4	-2
CC(C)(C)OC(=O)N1Cc2[nH]c3ccccc3c2C[C@@H]1C(=O)O	-8	-3	-1.5	12	-19	5	2
CCOC(=O)C1CCCN(S(=O)(=O)c2cc(Br)cc3c2N(C(=O)CC)CC3)C1 (stereo not given)	4	-5	2.6	4	-20	6	-1
N/C(=N\OC(=O)COc1ccc([N+](=O)[O-])cc1)c1ccncc1	x	2	-4.2	1	-4	-12	x
O=C1[C@@H]2[C@H]3CC[C@H](C3)[C@@H]2C(=O)N1O	x	-1	-0.1	-6	9	-4	-1
O=C(NNC(=O)C1CC1c1ccccc1)c1ccccc1F (stereo not given)	x	2	0.3	-2	-17	-24	-7
CSCCC(N=C(NS(=O)(=O)c1ccc(Br)cc1)c1ccccc1)C(=O)O (stereo not given)	-7	-2	0.1	14	-7	7	4
CC(C)C#Cc1ccc2c(c1)O[C@@H](CN(C)C(=O)c1ccccn1)[C@H](C)CN([C@@H](C)CO)S2(=O)=O	15[16.7 µM]	-3	1.5	x	1	8	x
O=C1c2cccc3cccc(c23)C(=O)N1CC1CCN(CC(O)COCc2ccc3c(c2)OCO3)CC1 (stereo not given)	x	x	x	-8	-22	x	4
COc1ccccc1S(=O)(=O)N1CC[C@@H]2[C@H](CO)Nc3ccc(Br)cc3[C@@H]21	3[16.7 µM]	x	-0.5	9	7	6	-20
O=C(NC1(C(F)(F)F)NC(=O)N(C2CCCCC2)C1=O)C1CC1 (stereo not given)	-6	0	-0.6	1	-13	0	-8
Cc1noc(C)c1NC(=O)Nc1ccc2c(c1)CC(=O)N([C@H](C)CO)C[C@@H](C)[C@H](CN(C)C(=O)NC(C)C)O2	1[16.7 µM]	-17	0.0	4	6	-5	x
C[C@H](CO)N1C[C@H](C)[C@@H](CN(C)Cc2ccc(C(=O)O)cc2)Oc2c(NS(=O)(=O)c3cn(C)cn3)cccc2C1=O	1[16.7 µM]	4&-8	-0.8&-1.9	-26	2&-4	0&-12	0
Cc1cc(NC(=O)COc2ccc(C(C)(C)C)cc2)no1	2	-1	-3.0	-8	-2	-8	-6
CC(NCc1cccc(OCc2ccccc2)c1)C(O)c1ccccc1 (stereo not given)	x	x	-1.6	5	2	0	2
O=C(NCc1ccc(C(F)(F)F)cc1)C1CC(c2ccccc2[N+](=O)[O-])=NO1 (stereo not given)	0	-9	-2.4	0	x	3	6
COCC(=O)N(C)C[C@@H]1Oc2ncc(C#C[C@H](C)O)cc2C(=O)N([C@@H](C)CO)C[C@@H]1C	9[16.7 µM]	-3	1.4	x	31	-2	3
CCCCn1c(CCNC(=O)c2ccco2)nc2ccccc21	3	7	-3.8	x	10	5	5
O=C(C[C@@H]1C/C=C\CCC(=O)OC[C@H](Cc2ccccc2)NC1=O)N[C@@H](CO)Cc1ccccc1	-1	u	-0.2	4	0	-5	-25
C[C@H](CO)N1C[C@H](C)[C@H](CN(C)S(C)(=O)=O)Oc2ncc(C#Cc3ccc(F)cc3)cc2C1=O	32&27[16.7 µM]	8&-7	0.7&0.2	x	0	-3&-6	17
O=C(NC1Cc2ccccc2C1)c1cc(COc2ccc(F)cc2Cl)on1	x	x	-5.5	6	2	-10	-5
Cc1cc(C(=O)Nc2cccc3c2O[C@@H](CN(C)Cc2ccc(Oc4ccccc4)cc2)[C@@H](C)CN([C@@H](C)CO)C3=O)n(C)n1	7[16.7 µM]	2	-5.8	13	-21	0	x
COC(=O)c1ccc(/C=C2/SC(=S)N(CCCC(=O)Nc3ccccn3)C2=O)cc1	x	x	x	9	-5	x	2
CCc1cc(C(=O)NC2CCCN(Cc3ccccc3F)C2)n(C)n1 (stereo not given)	-7	-6	0.1	24	2	14	-7
Cc1ccc(COC(=O)CCCN=C2NS(=O)(=O)c3ccccc32)cc1	x	u	-3.1	-105	-16	2	-2
COc1cc(C2NC(=S)NC3=C2CCc2ccccc23)cc(OC)c1OC (stereo not given)	9	-4	2.3	29	1	9	2
CC(=O)OC1(C(C)=O)CCC2C3CC4OC45CC(O)CCC5(C)C3CCC21C (stereo not given)	-1	6	-0.2	-18	x	-4	-6
CC(Cc1ccco1)NC(=O)c1cccc(S(=O)(=O)N(C)C)c1 (stereo not given)	-2	0	-1.0	-100	4	x	0
CC(NC(=O)COC(=O)C1CCN(c2ccc(C(F)(F)F)cn2)CC1)c1ccccc1 (stereo not given)	-1	-8	-5.5	7	0	1	6
O=C(C1CCCC1)N1CC(=O)N2[C@H](CO)[C@@H](c3ccc(C#CCc4ccccc4)cc3)[C@H]2C1	x	-9	-1.8	x	19	0	2
O=C(O)c1ccc(NS(=O)(=O)c2cccc(C(=O)Nc3cccc(C(=O)O)c3)c2)cc1	-8	-2	-1.2	0	2	11	3
Cc1sc(-n2c(C)cc(/C=C3\SC(=S)NC3=O)c2C)c(C#N)c1C	-2	-4	x	x	-21	x	x
CO[C@H]1CN(C)C(=O)c2cc(NS(=O)(=O)c3ccc(Oc4ccccc4)cc3)ccc2OC[C@@H](C)NC[C@H]1C	-8[16.7 µM]	0	3.0	2	-3	9	0
O=C(COC(=O)C1=COCCO1)Nc1cccc(S(=O)(=O)N2CCOCC2)c1	-8	-4	-1.7	-11	-7	-2	-3
CCOC(=O)C1=C(CN2CCN(C(=O)c3ccco3)CC2)NC(=O)NC1c1ccc(C)cc1 (stereo not given)	-11	-3	3.0	-31	-9	5	3
CC(=O)NCCNC(=O)CNC(=O)c1ccc(Cl)cc1	x	x	x	1	47*	x	9
O=C1N=C(N2C=CC(=C3C=CNC=C3)C=C2)/C(=C/N=NC(=O)c2ccccc2)S1	-2	-4	-2.0	-8	0	-6	3
O=C(O)c1ccccc1C(=O)N1CCN(Cc2ccc3c(c2)OCO3)CC1	-2	0	0.2	-7	6	1	0
C[C@H]1CN([C@@H](C)CO)C(=O)c2cc(NS(=O)(=O)c3cccs3)ccc2O[C@@H]1CN(C)S(=O)(=O)c1ccc(F)cc1	-3[16.7 µM]	19	0.2	x	-4	0	x
COc1ccc(C(=O)Oc2ccc3c(c2)OCO3)cc1OC	-1	x	x	-60	x	x	2
O=S(=O)(NCc1ccccc1F)NCc1ccccc1F	51	u	0.6	8	6	-8	x

Further records
SMILES	miR122 inh	DENV2 CPE	CFTR F508del cor	PAX8 reporter	INS-1E GSIS act	EWS-Fli block	FN deposit inh
CO[C@@H]1CN(C)C(=O)c2ccc(NS(=O)(=O)c3cn(C)cn3)cc2OC[C@@H](C)N(C)C[C@@H]1C	28[16.7 µM]	13	-0.3	-3	10	-5	8
CC1CC(NC2=NCCS2)CC(C)(C)C1 (stereo not given)	x	0	0.0	9	-4	0	-9
O=C1CC(NNc2ccccc2)C(=O)N1c1ccc(N2CCCCC2)cc1 (stereo not given)	x	-22	-3.1	3	-6	-7	x
O=C(NCc1cccc(Cl)c1)C1CCCO1 (stereo not given)	-2	3	-1.6	0	7	-2	6
N#Cc1ccccc1C[C@H](N)C(=O)NC[C@H]1O[C@@H](n2ccc(N)nc2=O)[C@H](O)[C@@H]1O	5	-1	0.4	-20	23	1	6
CCCn1c(NC(=O)CCNC(=O)c2ccccc2Cl)nc2ccccc21	x	2	4.1	-3	x	3	-2
COc1ccc(-c2c(C)nn3c(C)cc(C)nc23)cc1	-5	-2	-0.8	10	18	14	3
COCCOC(=O)C1=C(C)OC(N)=C(C#N)C1c1cc2cccc(C)c2nc1Cl (stereo not given)	2	-4	-0.8	23	-14	2	x
Nn1c(SCc2cccc(Cl)c2)nnc1-c1ccncc1	2	9	1.9	1	-5	8	1
Cc1cccc(NC(=S)NC(=O)c2ccc(Br)o2)c1C	x	-5	1.2	-37	4	23	-9
CCCCn1c(=O)cc(N2CCOCC2)[nH]c1=O	-2	-3	0.8	0	x	1	6

Shown with values under each structure: part of the list above.
Every second line gives: miR122 inh, DENV2 CPE, CFTR F508del cor, PAX8 reporter, INS-1E GSIS act, EWS-Fli block, FN deposit inh
CCCn1c(NC(=O)CCNC(=O)c2ccccc2Cl)nc2ccccc21
  x, 2, 4.1, -3, x, 3, -2
Nn1c(SCc2cccc(Cl)c2)nnc1-c1ccncc1
  2, 9, 1.9, 1, -5, 8, 1

High-throughput results deposited in PubChem by Broad Institute.
